# PAFAH2 FP inh – PAFAH2 enzyme inhibitors, primary screen, biochemical, fluorescence polarization, human | Platelet-activating factor acetylhydrolase 2, cytoplasmic (Homo sapiens), Q99487 | recombinant PAFAH2, FP-rhodamine activity probe | inhibition, % at 3.39 µM | 340,000 compounds, 0.99% hits | AID 492956, 2010;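 active = inhibition above the mean over all tested compounds plus 3 SD, cut at about 30% in these data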;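 note: inhibitors block probe labeling of enzyme so polarization drops; 0% = enzyme with DMSO and 100% = wells lacking PAFAH2 protein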
# PAD4 FP inh – human PAD4 inhibitors, primary screen, biochemical, fluorescence polarization, 1536-well format. Protein-arginine deiminase type-4 (Homo sapiens), Q9UM07. recombinant PAD4, RCA probe fluorescence polarization. inhibition, % at 6.36 µM. 330,000 compounds, 0.41% hits;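 active = percent inhibition above a cutoff equal to the mean of all tested compounds plus 3 SD, cut at about 15% in these data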;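 note: 0% = PAD4 with RCA probe and DMSO and 100% = probe without PAD4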
# PREPL inh – PREPL enzyme inhibitors, primary screen, biochemical, fluorescence polarization; Prolyl endopeptidase-like (Homo sapiens), Q4J6C6; recombinant PREPL, fluorescence polarization activity-based probe; inhibition, % at 5.96 µM; 320,000 compounds, 0.68% hits; AID 2751, 2010; in the data active = inhibition above about 43%;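 note: 0% = enzyme with DMSO and 100% = wells lacking enzyme; many of its hits are not listed in these tables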
# LYPLA1 counter – LYPLA1 inhibitors, primary screen, counter-screen for PME1 inhibitor project, biochemical, fluorescence polarization, FP-Rh probe ABPP | Acyl-protein thioesterase 1 (Homo sapiens), O75608 | recombinant LYPLA1 | inhibition, % at 5.9 µM | 320,000 compounds, 0.16% hits | AID 2174, 2009;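 active = inhibition above the mean of all tested compounds plus 3 SD, set per campaign, cut at about 14% in these data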;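 note: inhibitors block serine hydrolase probe labeling of LYPLA1 so polarization falls; 0% = enzyme with DMSO and 100% = wells lacking LYPLA1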
# Target sequence (O75608 whole entry, looked up): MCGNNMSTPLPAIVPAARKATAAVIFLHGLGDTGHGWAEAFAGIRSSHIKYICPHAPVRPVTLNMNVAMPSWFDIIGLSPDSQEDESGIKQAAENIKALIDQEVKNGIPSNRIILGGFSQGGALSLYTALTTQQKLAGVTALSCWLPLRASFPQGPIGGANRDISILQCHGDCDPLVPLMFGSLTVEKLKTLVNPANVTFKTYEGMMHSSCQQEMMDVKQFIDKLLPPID
# LYPLA2 inh – LYPLA2 inhibitors, primary screen, counter-screen for PME1 inhibitor project, biochemical, fluorescence polarization, FP-Rh probe ABPP | Acyl-protein thioesterase 2 (Homo sapiens), O95372 | recombinant LYPLA2 | inhibition, % at 5.9 µM | 320,000 compounds, 0.38% hits | AID 2177, 2009;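 active = inhibition above the screen-wide mean plus 3 SD, limit set per campaign, cut at about 26% in these data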;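 note: 0% = LYPLA2 with DMSO and 100% = wells lacking LYPLA2 enzyme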
# Target sequence (O95372 whole entry, looked up): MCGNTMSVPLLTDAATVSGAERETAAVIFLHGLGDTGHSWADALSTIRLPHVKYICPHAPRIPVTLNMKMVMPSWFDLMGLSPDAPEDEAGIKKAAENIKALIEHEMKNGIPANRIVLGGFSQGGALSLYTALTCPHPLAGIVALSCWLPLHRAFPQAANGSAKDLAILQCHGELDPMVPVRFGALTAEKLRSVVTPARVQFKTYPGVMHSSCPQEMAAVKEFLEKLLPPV
# ZTA counter – counter-screen for EBNA-1 inhibitors: inhibitors of Epstein-Barr virus ZTA. inhibition, % at 11 µM. ZTA-DNA binding, fluorescence polarization. AID 2234. 320,000 compounds, 0.15% hits. P03206; in the data active = inhibition above about 33%
# GSTO1 counter – inhibitors of recombinant GSTO1, primary screen, counter-screen for RBBP9 inhibitor project, biochemical, fluorescence polarization; Glutathione S-transferase omega-1 (Homo sapiens), P78417; activity-based probe fluorescence polarization; inhibition, % at 5.96 µM; 300,000 compounds, 1.1% hits; AID 1974, 2009;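 active = inhibition above the campaign mean inhibition plus 3 SD, cut at about 35% in these data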;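 note: 0% = GSTO1-1 with DMSO and 100% = wells lacking GSTO1-1 enzyme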
# Target sequence (P78417 whole entry, looked up): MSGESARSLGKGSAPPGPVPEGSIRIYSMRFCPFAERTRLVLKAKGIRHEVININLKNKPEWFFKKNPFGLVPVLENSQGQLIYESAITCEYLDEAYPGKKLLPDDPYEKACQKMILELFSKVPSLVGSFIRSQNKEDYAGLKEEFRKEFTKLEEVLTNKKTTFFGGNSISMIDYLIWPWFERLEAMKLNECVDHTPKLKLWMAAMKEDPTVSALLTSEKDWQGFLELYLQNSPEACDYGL
# PAFAH1B3 FP inh – PAFAH1B3 enzyme inhibitors, primary screen, biochemical, fluorescence polarization, human; recombinant PAFAH1B3, FP-rhodamine probe; inhibition, % at 3.39 µM; 340,000 compounds, 0.28% hits; AID 492972, 2010;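 active = inhibition above the screen-wide average of all tested compounds plus 3 SD, cut at about 25% in these data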;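 note: 0% = enzyme with DMSO only and 100% = wells lacking PAFAH1B3 protein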
# Target sequence (Q15102 whole entry, looked up): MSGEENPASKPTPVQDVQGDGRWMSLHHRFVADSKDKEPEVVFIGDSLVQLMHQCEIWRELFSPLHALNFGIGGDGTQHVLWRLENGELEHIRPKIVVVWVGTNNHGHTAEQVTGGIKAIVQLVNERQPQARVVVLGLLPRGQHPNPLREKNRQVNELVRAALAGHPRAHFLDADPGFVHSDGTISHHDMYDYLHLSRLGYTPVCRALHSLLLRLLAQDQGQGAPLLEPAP
# EBNA-1 inh – EBNA-1 DNA-binding inhibitors, primary screen, biochemical, fluorescence polarization; inhibition, % at 14.8 µM; 300,000 compounds, 0.34% hits; AID 1950, 2009; in the data active = inhibition above about 28%
# Numbers without * were called inactive; · = no result given. This is a subset; the hit share may differ from the screen's.
SMILES,PAFAH2 FP inh,PAD4 FP inh,PREPL inh,LYPLA1 counter,LYPLA2 inh,ZTA counter,GSTO1 counter,PAFAH1B3 FP inh,EBNA-1 inh
O=C(O)C1=C[C@H](c2ccc3c(c2)OCO3)C[C@H](OCCCCO)O1,7,-10,-5,3,5,-1,3,-3,-1
O=C(Oc1ccc(Br)cc1C(=S)N1CCOCC1)c1ccccc1,12,0,41,2,0,-9,-3,11,2
Cc1ccc(-c2cccc(CN3CCN(C(C)C)C(CCO)C3)c2)o1 (stereo not drawn),2,2,12,-1,1,8,2,8,-8
Cc1cc(C(=O)N/N=C/C=C/c2ccccc2[N+](=O)[O-])c(C)o1,-2,1,-5,2,1,-2,3,10,-6
CCN1C(=S)SC(=O)C1=C1C=C(C)N(Cc2ccco2)C(C)=C1,2,-2,11,5,2,-2,3,8,-2
Cc1cccc(S(=O)(=O)Nc2nc3ccccc3nc2Nc2cccc(C(=O)O)c2)c1,8,-5,-6,-1,-2,15,18,5,17
COc1ccc2oc(C(=O)N3CCCc4ccccc43)c(C)c2c1,6,3,7,3,-1,5,4,0,-2
CC(C)S(=O)(=O)C/C(N)=N/OS(=O)(=O)c1ccc(Cl)cc1,5,-1,2,0,-4,11,0,-1,3
CC(C)(C)NC(=S)N1CCC(C(=O)c2ccc(F)cc2)CC1,2,4,5,-3,-1,9,3,9,2
COc1ccc(C2CCCN2C(=S)Nc2cccc(C)c2C)cc1OC (stereo not drawn),0,-2,32,1,4,-2,-1,5,6
CC(=O)c1c(C)n(-c2ccc(Br)cc2)c2ccc(O)cc12,1,-1,0,0,-2,2,7,-6,2
COc1cccc(C(=O)N2CCN(c3ncccn3)CC2)c1,-1,4,5,0,-5,-6,2,7,-6
CS(=O)(=O)c1cccc(C(=O)Nc2ccc(-c3nc4ccccc4[nH]3)cc2)c1,1,5,5,-9,-9,-11,-8,-2,15
C=CCNC(=O)c1ccccc1NC(=O)C1COc2ccccc2O1 (stereo not drawn),3,0,-4,-1,-1,-18,3,2,-6
CCCC(C(=O)Nc1ccc(S(=O)(=O)N2CCCC2)cc1)c1ccccc1 (stereo not drawn),6,-2,-4,-4,-3,21,-9,1,-3
C=C(C)Cc1c(C)c(C#N)c2nc3ccccc3n2c1N1CCCCC1,0,-5,-7,-2,4,-4,-5,2,2
CC(=O)c1cc(CN2CCN(CC=C(C)C)C(CCO)C2)cs1 (stereo not drawn),0,2,1,-2,0,-10,5,7,3
CCOC(=O)c1cn2nc(-c3ccc(OC)cc3)cc2nc1C1CCN(C(=O)OC(C)(C)C)CC1,18,-1,4,-2,1,10,-1,2,3
Cc1cccc(N=N/C(=C\O)C(=O)c2cccs2)c1,5,0,-4,3,6,-3,-5,7,-2
Cc1ccc(C(=O)Nc2ccncc2)cc1S(=O)(=O)N1CCOCC1,-7,3,-15,2,-6,-1,-1,12,-8
C=CCn1c(SCC(=O)Nc2cc(C)on2)nnc1-c1ccccc1OC,-4,-6,11,·,·,·,·,3,·
C[C@H]1CN=C(Nc2ccccc2)N1CCc1ccccc1,-1,-5,-1,1,-4,8,-2,10,4
COCCn1c(SCC(=O)NCCCN2CCCC2=O)nc2ccccc2c1=O,-2,3,-11,·,·,·,·,10,·
Cc1cccc(N2CCN(C(=O)Cn3nc(C)n4cccc4c3=O)CC2C)c1 (stereo not drawn),-3,-2,4,-3,0,10,3,4,1
COC(=O)N/N=C/C1=CCC2CC1C2(C)C (stereo not drawn),2,1,-10,-1,-3,-4,11,5,-7
CN(Cc1nc(-c2ccccc2)no1)C(=O)c1ccc2c(c1)OCO2,1,4,-14,-4,-1,0,0,1,-9
COc1cccc(CNC(=O)CCNS(=O)(=O)c2ccc(Br)s2)c1,-7,3,7,5,5,1,-2,11,4
Cc1ccc(S(=O)(=O)N2CCOCC2)cc1C(=O)OCC(=O)c1ccc[nH]1,11,1,2,0,-2,-19,·,6,·
Cc1ccc(C(=O)Nc2ccn(C)n2)cc1,7,2,21,0,5,-22,·,-1,·
CC(=O)c1ccc(NC(=O)c2ccc(C)c(S(=O)(=O)N3CCOCC3)c2)cc1,-2,-3,-2,-11,0,-8,1,12,-22
Cc1onc(-c2c(Cl)cccc2Cl)c1CO/N=C(\C#N)c1c(Cl)cccc1Cl,-2,6,2,0,3,10,4,0,9
COc1ccc(CN(CC(=O)NC2CCCC2)C(=O)CCC(=O)Nc2nccs2)cc1,14,0,25,6,4,-7,2,-3,10
COC(=O)/C=c1/sc2n(c1=O)CCN=2,1,-2,-4,0,0,-1,-5,-1,4
CCOC(=O)CSc1nc2ccsc2c(=O)[nH]1,5,-2,-9,-1,-2,-2,-4,-2,2
COc1ccc2nc3oc(C(=O)N4CCCCC4)cc3cc2c1,-5,1,1,-2,-7,-2,-3,-2,6
Fc1ccc(Nc2nc(NCc3ccco3)c3ccccc3n2)cc1,11,-3,10,-8,-5,-2,-11,8,-3
CCOc1ccc(NC(=O)C(C)NS(=O)(=O)c2ccc(NC(C)=O)cc2)cc1 (stereo not drawn),2,1,1,-4,4,-13,-8,11,-4
O=C(NP(=O)(N1CCOCC1)N1CCOCC1)C1=C(N2CCOCC2)/C(=C\c2ccccc2)CC1,5,-2,2,0,-4,1,3,5,-8
COc1cccc(C(=O)/C=C2\Sc3ccccc3N2C)c1,11,-2,3,4,-3,-6,0,8,-11
CCOc1ccc(/C=C2\SC(=S)N(CC(=O)NCCCN3CCOCC3)C2=O)cc1,-2,-6,16,0,-3,-3,23,2,2
O=C(CNS(=O)(=O)c1ccccc1)NCc1ccco1,9,3,9,-3,3,-12,6,0,-4
C/C(CC(=O)Nc1cccnc1)=N\NC(=O)C(=O)Nc1cccc(C)c1,-2,-2,-5,-4,5,5,6,-5,0
Cc1ccnc(SCc2ccc([N+](=O)[O-])cc2)n1,-2,-7,-1,3,9,-16,7,-2,-15
CCCC(=O)C1=C(N(C)c2ccccc2)CC(C)(C)C(C(=O)OC)C1=O (stereo not drawn),8,-1,8,0,-4,24,2,8,-12
Cc1ccc(S(=O)(=O)N2CCOCC2)cc1NC(=O)COC(=O)CNC(=O)c1ccc(C(C)(C)C)cc1,4,-9,-6,-9,-10,-12,35*,1,-7
O=C(Nc1cccc2c1C(=O)NC2=O)c1cccnc1Cl,-2,1,10,3,5,0,-5,0,6
CC1=C(C(=O)OC(C)C)C(C)NC(=O)N1 (stereo not drawn),-2,-3,2,2,-1,-5,-6,7,1
Cc1c([N+](=O)[O-])c(C(=O)NC2CCCCC2)nn1C,-1,0,-4,3,1,10,-6,0,-3
CCn1c(SCC(=O)Nc2ccc(C(C)=O)cc2)nc2c([nH]c3ccccc32)c1=O,0,-4,1,0,2,-5,1,15,39*
COC(=O)c1cn(C)c2ccc(S(=O)(=O)N3CCOCC3)cc2c1=O,3,3,5,7,4,-18,-5,5,-6
Cc1cccc(CSc2ccc(-c3cccs3)nn2)c1,-6,1,-1,-8,-9,-8,-2,5,-2
Cc1ccc2c(c1)cc1c(=O)n(CC(=O)NCCN3CCCC3)nc(C)n12,5,0,2,-4,1,-7,3,7,-10
COc1ccc(CNC(=O)COC(=O)C2CCC(C(C)(C)C)CC2)cc1 (stereo not drawn),1,-1,3,1,1,-9,1,9,-4
Cc1ccc(NC(=O)Cc2nnc(SCC(=O)NC3CCCC3)n2C)c(C)c1,2,-2,7,2,9,-3,0,6,5
Cc1cc(NC(=O)Cn2nnc(-c3ccccc3N)n2)no1,7,3,2,0,0,10,1,7,10
O=S(=O)(c1ccc(Oc2ncnc3scc(-c4ccccc4)c23)cc1)N1CCOCC1,2,-3,8,-1,1,14,-11,-2,2
O=c1cc(C(F)(F)F)nc(SCc2cccc3ccccc23)[nH]1,51*,0,-5,1,8,8,8,3,5
CCOc1ccc(C(=O)N/N=C/c2ccc(SC)cc2)cc1,1,2,1,2,4,0,-2,3,17
COc1ccc(CN2CCSCC2)cc1O,-3,-7,-1,-3,-2,-15,-3,-1,-28
O=C(CCN1CCC(c2cccs2)=N1)c1cccs1,·,-6,-1,-2,-5,-4,-16,·,-8
CN(C)c1ccc(/C(=N\O)c2ccccc2)cc1,-13,-4,9,-1,-4,-1,4,4,5
CCOCCCNC(=O)C(NC(=O)c1ccccc1O)c1ccc(Cl)cc1 (stereo not drawn),9,-1,-4,0,2,5,1,7,7

# In the list so far, these have four or more nitrogen atoms.
SMILES,PAFAH2 FP inh,PAD4 FP inh,PREPL inh,LYPLA1 counter,LYPLA2 inh,ZTA counter,GSTO1 counter,PAFAH1B3 FP inh,EBNA-1 inh
Cc1cccc(S(=O)(=O)Nc2nc3ccccc3nc2Nc2cccc(C(=O)O)c2)c1,8,-5,-6,-1,-2,15,18,5,17
COc1cccc(C(=O)N2CCN(c3ncccn3)CC2)c1,-1,4,5,0,-5,-6,2,7,-6
C=C(C)Cc1c(C)c(C#N)c2nc3ccccc3n2c1N1CCCCC1,0,-5,-7,-2,4,-4,-5,2,2
CCOC(=O)c1cn2nc(-c3ccc(OC)cc3)cc2nc1C1CCN(C(=O)OC(C)(C)C)CC1,18,-1,4,-2,1,10,-1,2,3
C=CCn1c(SCC(=O)Nc2cc(C)on2)nnc1-c1ccccc1OC,-4,-6,11,·,·,·,·,3,·
COCCn1c(SCC(=O)NCCCN2CCCC2=O)nc2ccccc2c1=O,-2,3,-11,·,·,·,·,10,·
Cc1cccc(N2CCN(C(=O)Cn3nc(C)n4cccc4c3=O)CC2C)c1 (stereo not drawn),-3,-2,4,-3,0,10,3,4,1
COc1ccc(CN(CC(=O)NC2CCCC2)C(=O)CCC(=O)Nc2nccs2)cc1,14,0,25,6,4,-7,2,-3,10
Fc1ccc(Nc2nc(NCc3ccco3)c3ccccc3n2)cc1,11,-3,10,-8,-5,-2,-11,8,-3
O=C(NP(=O)(N1CCOCC1)N1CCOCC1)C1=C(N2CCOCC2)/C(=C\c2ccccc2)CC1,5,-2,2,0,-4,1,3,5,-8
C/C(CC(=O)Nc1cccnc1)=N\NC(=O)C(=O)Nc1cccc(C)c1,-2,-2,-5,-4,5,5,6,-5,0
Cc1c([N+](=O)[O-])c(C(=O)NC2CCCCC2)nn1C,-1,0,-4,3,1,10,-6,0,-3
CCn1c(SCC(=O)Nc2ccc(C(C)=O)cc2)nc2c([nH]c3ccccc32)c1=O,0,-4,1,0,2,-5,1,15,39*
Cc1ccc2c(c1)cc1c(=O)n(CC(=O)NCCN3CCCC3)nc(C)n12,5,0,2,-4,1,-7,3,7,-10
Cc1ccc(NC(=O)Cc2nnc(SCC(=O)NC3CCCC3)n2C)c(C)c1,2,-2,7,2,9,-3,0,6,5
Cc1cc(NC(=O)Cn2nnc(-c3ccccc3N)n2)no1,7,3,2,0,0,10,1,7,10
